RGS4-Gao reg: modulators of RGS4 binding to Galphao, primary screen, biochemical, multiplexed bead flow cytometry; binding response (% of control), % at 10 µM; actives 0.33% (n = 220,000); actives lie on both sides; Guanine nucleotide-binding protein G(o) subunit alpha (Homo sapiens), P09471; in the data active = binding response below about 49% or above about 150%; inactive = in between;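 note: fluorescent Galphao activated with aluminum fluoride binding bead-coupled RGS4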
Bcl-2 Bim block: inhibitors of Bim-Bcl-2 binding, primary screen, biochemical, multiplexed, human Bcl-2 family; Apoptosis regulator Bcl-2 (Homo sapiens), P10415; Bead-based flow cytometry, Bim peptide-Bcl-2 binding; inhibition, % at 10 µM; actives 0.06% (n = 190,000); AID 950, 2007; in the data active = inhibition above about 40%; inconclusive = no clear call, values can overlap the other calls;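 note: 0% = no compound wells with probe peptide and 100% = reference peptide inhibitor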
RGS7-Gao reg: RGS7-Galphao binding modulators, primary screen, biochemical, multiplexed bead flow cytometry; actives 0.35% (n = 220,000); Guanine nucleotide-binding protein G(o) subunit alpha (Homo sapiens), P09471; binding response (% of control), % at 10 µM; actives lie on both sides; AID 1439, 2008; in the data active = binding response below about 49% or above about 150%; inconclusive = no clear call, values can overlap the other calls; inactive = in between;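 note: fluorescent Galphao held in activated GDP-AlF4 state binding bead-coupled RGS7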
Bcl-XL Bim block: inhibitors of Bim-Bcl-XL binding, primary screen, biochemical, multiplexed, bead flow cytometry, human Bcl-XL; Bim peptide-Bcl-XL binding, fluorescence; inhibition, % at 10 µM; actives 0.04% (n = 190,000); AID 1007, 2008
ABCB1 inh: ABCB1 efflux pump inhibitors, primary screen, cell-based, multiplex, flow cytometry, ABCG2 counter-screen; inhibition, % at 6.6 µM; actives 0.067% (n = 190,000); AID 1326, 2008; CCRF-Adr cells, JC-1 efflux; in the data active = inhibition above about 40%;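 note: 0% = vehicle and 100% = reference inhibitor; higher value means more JC-1 retained so stronger ABCB1 efflux block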
RGS8-Gao: RGS8-Galphao binding modulators, primary screen, biochemical, multiplexed bead flow cytometry; actives 0.34% (n = 220,000); AID 1423, 2008; actives lie on both sides; response (percent of control binding), % at 10 µM; Guanine nucleotide-binding protein G(o) subunit alpha (Homo sapiens), P09471; in the data active = response below about 60% or above about 140%; inactive = in between;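 note: Galphao activated as the GDP aluminium fluoride complex binding bead-coupled RGS8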
Bcl-W Bim block: inhibitors of Bim binding to Bcl-W, primary screen, biochemical, multiplexed, bead-based flow cytometry; Bim peptide-Bcl-W binding; inhibition, % at 10 µM; AID 952, 2007; Bcl-2-like protein 2 (Homo sapiens), Q92843; actives 0.02% (n = 190,000);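 note: 0% = bound tracer without compound and 100% = peptide blocker; higher means less fluorescent Bim peptide bound to Bcl-W beads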
Mcl-1 Bim block: inhibitors of Bim peptide binding to Mcl-1, primary screen, biochemical, bead-based flow cytometry, multiplex; AID 1009, 2008; Bim peptide-Mcl-1 binding; inhibition, % at 10 µM; Induced myeloid leukemia cell differentiation protein Mcl-1 (Homo sapiens), Q07820; actives 0.1% (n = 190,000);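 note: 0% = no compound tracer wells and 100% = peptide blocker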
Target sequence (Q07820 whole entry, looked up): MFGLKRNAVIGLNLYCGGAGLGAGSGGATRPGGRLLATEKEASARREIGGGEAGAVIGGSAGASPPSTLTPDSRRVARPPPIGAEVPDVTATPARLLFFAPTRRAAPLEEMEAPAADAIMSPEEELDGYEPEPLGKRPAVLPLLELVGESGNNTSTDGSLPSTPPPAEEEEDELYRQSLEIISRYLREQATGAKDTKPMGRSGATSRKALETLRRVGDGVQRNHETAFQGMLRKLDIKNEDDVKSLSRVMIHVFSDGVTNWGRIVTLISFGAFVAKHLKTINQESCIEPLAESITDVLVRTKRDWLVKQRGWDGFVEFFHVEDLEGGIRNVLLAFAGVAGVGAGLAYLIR
Bim-Bfl-1: inhibitors of Bim binding to Bfl-1, primary screen, biochemical, multiplexed, bead-based flow cytometry; Bim-Bfl-1 binding inhibition; Bcl-2-related protein A1 (Homo sapiens), Q16548; inhibition, % at 10 µM; actives 0.12% (n = 190,000);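 note: 0% = wells without compound plus tracer and 100% = blocker peptide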
ABCG2 inh: ABCG2 efflux pump inhibitors, primary screen, multiplex with ABCB1, IgMXP3 cells, flow cytometry; AID 1325, 2008; JC-1 efflux; inhibition, % at 6.6 µM; actives 0.1% (n = 190,000);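 active = inhibition above 80%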;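 note: 0% = DMSO and 100% = nicardipine control wells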
Target sequence (Q9UNQ0 whole entry, looked up): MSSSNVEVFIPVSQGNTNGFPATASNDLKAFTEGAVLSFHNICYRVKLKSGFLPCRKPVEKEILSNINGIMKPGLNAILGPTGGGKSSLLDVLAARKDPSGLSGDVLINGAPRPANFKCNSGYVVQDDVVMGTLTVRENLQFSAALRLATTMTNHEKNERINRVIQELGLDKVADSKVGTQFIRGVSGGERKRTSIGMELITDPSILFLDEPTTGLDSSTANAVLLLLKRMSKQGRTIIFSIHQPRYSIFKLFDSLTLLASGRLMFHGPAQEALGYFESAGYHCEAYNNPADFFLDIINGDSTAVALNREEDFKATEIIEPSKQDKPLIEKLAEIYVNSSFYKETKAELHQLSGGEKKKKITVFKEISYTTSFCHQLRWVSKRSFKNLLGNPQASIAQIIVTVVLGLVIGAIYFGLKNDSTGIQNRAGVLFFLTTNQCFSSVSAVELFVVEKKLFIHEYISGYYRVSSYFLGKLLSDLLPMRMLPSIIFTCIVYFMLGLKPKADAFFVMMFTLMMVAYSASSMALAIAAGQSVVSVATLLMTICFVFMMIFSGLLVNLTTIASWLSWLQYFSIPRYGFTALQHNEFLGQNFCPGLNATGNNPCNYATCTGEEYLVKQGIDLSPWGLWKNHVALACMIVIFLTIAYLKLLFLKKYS
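Times: 10 min at 25 °C | Test system: Two drug-resistant human cell lines, ABCG2 and ABCB1 | Quantity: 3 million cells/mL final, two lines in 1:1 ratio | Signal: Flow cytometry, 530 nm JC-1 signal | Dosing: Compound at 6.6 µM | Controls: Nicardipine and DMSO wells | Reagent: JC-1 as fluorescent efflux pump substrate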
Bim-Bcl-B: inhibitors of Bim-Bcl-B binding, primary screen, biochemical, multiplexed, human Bcl-2 family; inhibition, % at 10 µM; Bcl-2-like protein 10 (Homo sapiens), Q9HD36; AID 951, 2007; bead-based flow cytometry, Bim peptide-Bcl-B binding; actives 0.073% (n = 190,000);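 note: 0% = tracer peptide without compound and 100% = reference inhibitor peptide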
* marks the source's active call; other numbers are inactive results; ? = inconclusive. Cut-off read from the data, not from the text of the source, unless noted: active = inhibition above about 40%. Not a hit list; 0.94% or so of the library scored in one or more.

SMILES	RGS4-Gao reg	Bcl-2 Bim block	RGS7-Gao reg	Bcl-XL Bim block	ABCB1 inh	RGS8-Gao	Bcl-W Bim block	Mcl-1 Bim block	Bim-Bfl-1	ABCG2 inh	Bim-Bcl-B
Oc1ccccc1C1=Nc2ccccc2N=C(c2ccco2)C1	102	-11	102	2	0.1	103	-1	2	-9	1	-5
O=C(Nc1ccccc1)C1CCCCC1	100	0	103	-4	-0.1	100	-2	0	-1	-1	-8
Cc1ccc(NC(=O)c2cc(NC(=O)C3CC=CCC3C(=O)O)ccc2N2CCOCC2)cc1 (stereo unspecified)	100	-1	97	0	2.0	100	2	-1	-6	15	-3
Cc1cc(N)c2ccccc2n1	105	0	108	-2	-0.1	108	0	1	-6	0	-1
CCC(C(=O)OCC(=O)Nc1ccc(Cl)c(S(=O)(=O)N(C)C)c1)c1ccccc1 (stereo unspecified)	97	-12	102	-5	0.7	101	-1	-4	-17	6	-8
c1ccc(-c2noc(-c3ccc4c(c3)OCO4)n2)nc1	96	-13	97	-5	0.0	99	0	-4	-18	7	-7
Cc1ccc(-c2nc(NCc3ccco3)c3ccccc3n2)cc1	101	-1	100	-1	-0.6	112	0	0	0	3	-1
O=C(Nc1nccs1)c1cc(N2CCOCC2)nc2ccccc12	104	-1	105	-2	1.6	102	-1	0	-1	8	0
CN(C(=S)NC(=O)/C=C/c1ccc(F)cc1)C1CCCCC1	101	0	101	1	0.6	103	1	-3	0	11	-5
Cc1ccc(OCC(=O)N2CCN(S(=O)(=O)c3ccc(Cl)cc3)CC2)c([N+](=O)[O-])n1	98	-9	99	-2	1.3	103	0	-1	-5	4	-6
CC(C)(C)c1ccc(OCCNC(=S)Nc2ccccc2)cc1	102	-1	102	-3	0.4	99	0	0	-4	2	-1
CCc1cc(/C(Cc2csc(C)n2)=N/O)c(O)cc1O	103	-5	100	0	0.1	104	1	-2	-12	1	-6
O=C(OCC#CCSc1nnc(-c2ccncc2)o1)c1sc2ccccc2c1Cl	112	3	107	5	0.5	105	12	-4	2	1	7
N#Cc1c(-c2ccco2)cc(-c2ccccn2)nc1N	106	4	101	0	-0.1	97	4	3	9	0	6
Cc1cc(C)n(C(=O)c2cc3c(s2)CCCC3)n1	101	0	98	-3	2.2	99	-1	-1	0	36	-2
CC1=NN(c2nc(-c3ccc(C)cc3)cs2)C(=O)C1N=Nc1ccc2ccccc2c1 (stereo unspecified)	96	-7	96	1	1.1	102	-3	-3	-14	3	-6
CCOC(=O)/C(=N\Nc1ccc(Br)cc1)N1CCN(c2ccccc2OC)CC1	100	-5	97	0	0.5	101	-4	-1	-4	15	-3
COc1ccc(C2=NOC(C(=O)Nc3ccc(C)cc3)C2)cc1OC (stereo unspecified)	97	1	95	-1	0.4	92	0	-1	3	1	-3
O=C(Nc1cccc(O)c1)c1cc(-c2ccco2)on1	103	-7	99	-9	0.4	102	-2	-2	-14	5	-7
O=C(CCSCc1ccccc1F)N1CCN(c2ccccn2)CC1	98	0	96	1	-0.3	99	0	0	-1	2	4
O=C(NCC1(c2ccccc2)CCCC1)c1ccccc1	96	-3	93	-4	-0.4	102	-3	-1	-3	9	0
O=C(Cc1cccs1)NCCCc1ccccc1	99	-8	100	-1	-0.1	100	0	0	-6	1	-2
Cc1ccc2c(c1)NC(=O)C(CC(=O)NCCCN1CCc3ccccc3C1)O2 (stereo unspecified)	102	-6	106	-5	-3.0	97	1	-5	1	-5	-13
COc1ccc(CCn2c(-c3ccncc3)n[nH]c2=S)cc1OC	99	-4	101	-4	-0.4	101	-2	-2	-4	-2	-18
O=C(COc1ccc(F)cc1)NN1C(=O)CSC1=S	106	-8	105	-1	0.0	106	-3	-3	-12	1	-12
O=S(=O)(c1ccccc1)N1C2CCC1CC(O)(c1cccnc1)C2 (stereo unspecified)	102	-1	99	4	1.2	102	-2	-4	-3	4	-3
CCCc1ccc(Oc2cn[nH]c2-c2ccc(O)c(C)c2O)cc1	100	-3	104	-5	-0.7	104	-2	-3	-4	-3	0
O=C(c1nc2ccccn2c1CN1CCN(c2ccccc2O)CC1)N1CCCC1	99	-2	100	-2	1.3	101	0	0	-6	1	-3
Cc1c(C(=O)O)oc2c1C(O)CCC2 (stereo unspecified)	97	-2	101	-3	0.3	100	-2	0	-3	1	-1
O=C(COc1ccccc1)Nc1nnc(-c2ccc(Cl)s2)o1	100	-4	101	-4	0.1	101	1	-1	-9	2	-5
COc1ccc(CCNC(=O)CC2SC(=NCCc3ccccc3)NC2=O)cc1 (stereo unspecified)	97	12	91	27	-0.1	93	20	20	27	4	19
Cc1cccc(/C=N/NC(=O)C(C)Nc2cccc3ccccc23)n1 (stereo unspecified)	100	-3	97	-9	0.6	98	3	1	-9	4	-3
CC(C)OCC1Cn2c(nc3c2c(=O)n(C)c(=O)n3C)O1 (stereo unspecified)	101	-2	100	-1	0.3	101	0	0	-6	0	-3
CCCCCn1c(-c2ccco2)nc2nc3ccccc3nc21	103	-5	99	-3	1.1	102	-1	-3	2	2	-9
O=C(O)c1ccc(-n2c(=O)c3ccccc3c3ccccc3c2=O)cc1	80	0	74	6	-0.3	103	3	0	-3	-1	1
O=C(Nc1cccc(C(=O)O)c1)/C(=C/c1ccc2c(c1)OCO2)NC(=O)c1cccc(Br)c1	106	-7	105	-3	0.0	105	-3	-2	-11	-3	-5
Cc1cccc(C)c1NC(=O)N1CCCC1C(=O)Nc1ccc(-n2cnnn2)cc1 (stereo unspecified)	96	-2	96	-2	0.0	103	-1	0	-3	0	-1
CCn1c(O)c(/C=N/n2cnnc2)sc1=S	96	-1	97	1	-0.4	99	0	-1	5	-3	-7
COc1ccc(CNC(=O)C2CC(c3cccc(OC)c3)=NO2)cc1 (stereo unspecified)	98	-2	93	2	0.3	99	2	-1	0	1	0
O=C(O)CNC(=O)C12CC3CC(CC(Cl)(C3)C1)C2	99	1	97	1	1.2	90	1	-1	4	2	0
Cc1cccnc1NC(=O)C1CCN(S(=O)(=O)c2cccs2)CC1	106	-8	108	-8	0.1	101	4	-2	-9	0	-7
COc1cc2cc(Oc3ccc4ccc(=O)oc4c3)c(=O)oc2cc1O	102	-1	98	-4	-0.4	101	-3	-3	0	0	-5
COc1cc(Cl)c(C)cc1NC(=O)CNC(=O)Cn1cnc2ccccc2c1=O	97	-3	98	-2	0.4	101	-3	0	-5	9	-2
CN(C(=O)CSc1nc2ccccc2n1CCc1ccccc1)C1CCS(=O)(=O)C1 (stereo unspecified)	102	-6	103	-4	0.4	105	-2	-1	-8	10	-11
CCCOC(=O)c1c(NC(=O)CCCn2nc([N+](=O)[O-])c(Cl)c2C)sc(C(=O)OC)c1C	104	3	107	1	18	100	-1	-2	3	29	3
COc1ccc(-n2nnnc2SCC(=O)NCCc2ccc(OC)c(OC)c2)cc1	101	-1	98	-2	0.3	103	2	0	-2	0	-1
O=C(Nc1ccc(F)cc1)NC1(C(=O)NCc2ccc3c(c2)OCO3)CCCCC1	94	4	97	2	0.9	81	2	3	2	16	3
COc1ccc2cc(C(=O)C3CCCN(C(=O)CSc4nnc(C)o4)C3)ccc2c1 (stereo unspecified)	99	1	93	-2	1.4	99	-2	0	-5	4	-1
CCN(CC)CCNC(=O)C(C(=O)c1ccccc1)n1ccccc1=O (stereo unspecified)	108	-7	102	-12	-2.1	102	-1	0	-14	-2	-8
COc1ccc(-n2c(SCC(=O)NCc3cccs3)nc3[nH]ncc3c2=O)cc1	97	-1	99	-2	0.2	100	-4	0	-1	0	-1
CN(Cc1ccc(OC(F)F)cc1)Cc1nc2c(Br)cc(Br)cc2c(=O)[nH]1	103	-3	102	-1	0.2	101	-3	-1	-1	4	-2
CCCOc1ccc(C(=O)NCC2OCCc3ccccc32)cc1OC (stereo unspecified)	99	6	98	-1	-0.1	102	-6	-2	8	4	-4
CCCCCN(C(=O)CN1CCC(Cc2ccccc2)CC1)c1c(N)n(CCCC)c(=O)[nH]c1=O	99	30	?	3	0.9	99	4	4	19	3	13
CN1CC(c2ccccn2)C2(SC(=S)N(Cc3ccccc3)C2=O)C12C(=O)Nc1ccccc12 (stereo unspecified)	94	0	99	1	-2.0	99	0	1	-2	-5	1
Cc1cc(C)c(S(=O)(=O)N2CCN(c3ccc([N+](=O)[O-])c(-n4nc(C)cc4C)c3)CC2)c(C)c1	101	-6	96	-3	0.0	99	1	0	-12	5	-5
CCN(c1ccccc1)S(=O)(=O)c1ccc2[nH]cc(C(=O)NCCOC)c(=O)c2c1	90	5	95	2	0.0	106	-1	-4	5	0	0
COc1cc(/C=N/NC(=O)CN2CCOCC2)ccc1OCc1ccccc1	100	-2	103	-1	-0.3	104	-6	-1	-2	1	-3
O=C(c1cccc(S(=O)(=O)N2CCCC2)c1)N(Cc1ccco1)C1CCS(=O)(=O)C1 (stereo unspecified)	117	-3	116	-6	0.0	120	-1	-1	-8	0	-7
Cc1cc(Cl)ccc1C(=O)C1CCCN(C(=O)CCn2cnnn2)C1 (stereo unspecified)	91	-7	88	-3	1.1	95	-3	-4	-4	4	-2
COc1ccc(C2(C(=O)NC3CCCCC3)CCOCC2)cc1OC	105	-6	97	1	0.3	101	0	0	-11	-1	-9
Cc1cc(C)c2ccc(=S)[nH]c2n1	101	-2	102	-6	-0.3	101	-4	-2	-2	0	-18

Source: PubChem BioAssay
